Screening results (PubChem BioAssay)
PAFAH1B3 inh: inhibitors of human PAFAH1B3; 340,000 tested, 0.28% active; AID 492972; inhibition, % at 3.39 µM; recombinant PAFAH1B3, FP-rhodamine probe, fluorescence polarization; Q15102;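 active = inhibition above the screen-wide average of all tested compounds plus 3 SD, cut at about 25% in these data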;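 also: 0% = enzyme with DMSO only and 100% = wells lacking PAFAH1B3 protein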
Target sequence (Q15102 whole entry, looked up): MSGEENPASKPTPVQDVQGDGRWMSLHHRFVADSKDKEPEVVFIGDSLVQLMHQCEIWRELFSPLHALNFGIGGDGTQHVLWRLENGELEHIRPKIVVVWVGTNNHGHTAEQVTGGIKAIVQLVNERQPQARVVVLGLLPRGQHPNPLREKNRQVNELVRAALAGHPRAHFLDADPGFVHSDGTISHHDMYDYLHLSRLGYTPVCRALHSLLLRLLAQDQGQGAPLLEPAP
EBNA-1 inh: blocks EBNA-1 binding to DNA. EBNA-1 DNA binding, fluorescence polarization. inhibition, % at 14.8 µM. 300,000 tested, 0.34% active; in the data active = inhibition above about 28%
ZTA DNA inh: ZTA (EBV) inhibition in EBNA-1 counter-screen; ZTA-DNA binding, fluorescence polarization; inhibition, % at 11 µM; 320,000 tested, 0.15% active; in the data active = inhibition above about 33%
Target sequence (P03206 whole entry, looked up): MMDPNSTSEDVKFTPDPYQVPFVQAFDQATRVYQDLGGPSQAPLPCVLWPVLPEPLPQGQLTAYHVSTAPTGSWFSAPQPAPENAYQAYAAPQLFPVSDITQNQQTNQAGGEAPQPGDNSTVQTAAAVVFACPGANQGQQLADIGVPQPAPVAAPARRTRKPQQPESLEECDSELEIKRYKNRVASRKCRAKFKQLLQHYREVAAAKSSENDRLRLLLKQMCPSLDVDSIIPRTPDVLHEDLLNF
LYPLA2 counter: blocks human lysophospholipase 2, a PME1 counter-screen. O95372. recombinant LYPLA2, FP-Rh probe fluorescence polarization. inhibition, % at 5.9 µM. 320,000 tested, 0.38% active;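 active = inhibition above the screen-wide mean plus 3 SD, limit set per campaign, cut at about 26% in these data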;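 also: 0% = LYPLA2 with DMSO and 100% = wells lacking LYPLA2 enzyme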
Target sequence (O95372 whole entry, looked up): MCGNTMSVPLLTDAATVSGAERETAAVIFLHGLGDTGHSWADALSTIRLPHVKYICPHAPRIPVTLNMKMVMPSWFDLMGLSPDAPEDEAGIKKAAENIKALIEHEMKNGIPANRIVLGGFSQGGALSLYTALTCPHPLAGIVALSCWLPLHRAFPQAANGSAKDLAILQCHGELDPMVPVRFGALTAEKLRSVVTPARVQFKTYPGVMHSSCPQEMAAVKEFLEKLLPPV
LYPLA1 inh: blocks human lysophospholipase 1, a PME1 counter-screen; recombinant LYPLA1, FP-Rh probe fluorescence polarization; inhibition, % at 5.9 µM; 320,000 tested, 0.16% active; AID 2174;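 active = inhibition above the mean of all tested compounds plus 3 SD, set per campaign, cut at about 14% in these data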;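 also: inhibitors block serine hydrolase probe labeling of LYPLA1 so polarization falls; 0% = enzyme with DMSO and 100% = wells lacking LYPLA1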
PAFAH2 inh: PAFAH2 (human) inhibition. Q99487. recombinant PAFAH2, FP-rhodamine activity probe, fluorescence polarization. inhibition, % at 3.39 µM. 340,000 tested, 0.99% active. AID 492956;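 active = inhibition above the mean over all tested compounds plus 3 SD, cut at about 30% in these data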;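 also: inhibitors block probe labeling of enzyme so polarization drops; 0% = enzyme with DMSO and 100% = wells lacking PAFAH2 protein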
GSTO1 inh: GSTO1 inhibition, counter-screen for RBBP9 inhibitors; inhibition, % at 5.96 µM; P78417; 300,000 tested, 1.1% active; recombinant GSTO1, activity-based probe fluorescence polarization; AID 1974;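 active = inhibition above the campaign mean inhibition plus 3 SD, cut at about 35% in these data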;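 also: 0% = GSTO1-1 with DMSO and 100% = wells lacking GSTO1-1 enzyme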
Target sequence (P78417 whole entry, looked up): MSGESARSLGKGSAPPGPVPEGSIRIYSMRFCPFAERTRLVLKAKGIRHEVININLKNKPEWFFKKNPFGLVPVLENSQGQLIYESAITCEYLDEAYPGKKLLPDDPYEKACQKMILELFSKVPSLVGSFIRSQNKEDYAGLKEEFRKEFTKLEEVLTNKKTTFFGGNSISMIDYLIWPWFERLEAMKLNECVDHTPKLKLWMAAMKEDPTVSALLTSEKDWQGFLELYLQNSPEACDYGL
PAD4 inh: inhibitors of human PAD4; Q9UM07; recombinant PAD4, RCA probe fluorescence polarization; inhibition, % at 6.36 µM; 330,000 tested, 0.41% active;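 active = percent inhibition above a cutoff equal to the mean of all tested compounds plus 3 SD, cut at about 15% in these data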;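 also: 0% = PAD4 with RCA probe and DMSO and 100% = probe without PAD4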
PREPL inhibitor: human PREPL enzyme inhibition; inhibition, % at 5.96 µM; AID 2751; 320,000 tested, 0.68% active; recombinant PREPL, fluorescence polarization activity-based probe; Q4J6C6; in the data active = inhibition above about 43%;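 also: 0% = enzyme with DMSO and 100% = wells lacking enzyme; many of its hits are not listed in these tables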
* marks the source's active call; other numbers are inactive results; . = not tested or not shown.

SMILES	PAFAH1B3 inh	EBNA-1 inh	ZTA DNA inh	LYPLA2 counter	LYPLA1 inh	PAFAH2 inh	GSTO1 inh	PAD4 inh	PREPL inhibitor
COC(=O)[C@@H](NC(=O)Nc1cccc(Br)c1)C(C)C	6	1	5	0	1	2	3	-3	-4
O=C(Nc1ccc(Oc2ccccc2)nc1)C1CCCCN1Cc1ccc(OCCO)cc1 (stereo not drawn)	0	-5	10	-10	-4	4	-14	-1	3
c1ccc(-c2cn3c(n2)CCC3)cc1	5	-8	4	0	-2	-3	0	-3	-2
O=C(CSc1cccc[n+]1[O-])Nc1cccc(Oc2ccccc2)c1	-3	5	-9	13	2	-4	6	1	3
CCN(CCCNC(=O)c1nn(C)c2c1CS(=O)(=O)c1ccccc1-2)Cc1ccccc1	-1	11	8	-1	2	-5	8	-3	2
C=CCOc1cccc(C2C(C(=O)c3ccco3)=C(O)C(=O)N2CCN(CC)CC)c1 (stereo not drawn)	-5	-8	-12	-2	3	-2	-1	1	-8
CSc1ccc(-c2nc(CSCC(=O)NCCCN3CCCC3=O)c(C)o2)cc1	13	-13	8	-2	-1	-2	8	-1	7
COc1ccc(CNS(=O)(=O)c2ccc(-c3ccc(=O)[nH]n3)s2)cc1OC	-2	-8	-23	0	-2	6	5	-3	13
CC(=O)c1c(C)n(CC(=O)NCc2ccc3c(c2)OCO3)c2ccccc12	8	6	-5	2	3	0	-2	0	-11
CCn1c(CNC(=O)c2cc(OC)c(OC)c(OC)c2)cc2ccccc21	7	5	-5	10	-1	4	-2	3	-7
O=C(N/N=C/c1cc(Br)cc([N+](=O)[O-])c1O)c1ccc(NC(=O)c2ccc(F)cc2)cc1	12	-4	-1	-15	-6	13	-21	-6	8
CC(=O)NC(C)(CC(=O)c1ccccc1)c1ccccc1 (stereo not drawn)	3	-5	-23	2	-1	5	3	0	-4
CC(C)[C@H](NC(=O)c1cccc(S(=O)(=O)N2CCOCC2)c1)C(=O)Nc1nc2ccccc2s1	2	15	19	-1	-3	2	2	-4	2
O=C(C1CCOCC1)N1CCC(CO)(CCc2ccccc2)CC1	8	-18	10	-2	-1	-7	4	-4	13
N#CCSc1nnc(-c2ccccc2O)n1Cc1ccccc1	7	4	-6	1	-3	13	3	1	10
CC(=O)NC1=NN(C(C)=O)C2(CCCC2)S1	0	1	-8	1	-2	0	13	2	0
CCCn1c2ccccc2c2cc(C(=O)O)ccc21	9	6	-2	-4	-4	3	3	-5	-2
C#Cc1ccc([C@@H]2C=C(C(=O)O)O[C@H](OCC)[C@H]2CCCO)cc1	3	-2	3	-2	-2	4	2	-1	-2
CCOC(=O)C1(CCc2ccccc2)CCN(Cc2ccn[nH]2)CC1	9	-3	8	-10	0	-3	3	-6	-46
CCNC(=O)/C(C#N)=C/c1c(N2CC(C)OC(C)C2)nc2ccccn2c1=O (stereo not drawn)	5	8	5	0	3	-10	-1	0	16
Cc1cc(C)cc(OCC(O)CN2CCN(C(=O)c3ccco3)CC2)c1 (stereo not drawn)	11	-1	3	0	-1	2	-5	-6	-1
CCOC(=O)/C=c1\s/c(=C\c2c(OCC)ccc3ccccc23)c(=O)n1CC(=O)NCC1CCCO1 (stereo not drawn)	-16	-5	-3	-25	-12	-20	-22	-5	-2
CC(C)[C@H](NC(=O)OC(C)(C)C)C(=O)N/N=C/c1ccc2nccnc2c1	5	-6	4	0	-3	5	5	0	0
COc1ccc(S(=O)(=O)NCC2CCCN(Cc3ccc(OC)cc3F)C2)cc1 (stereo not drawn)	-1	9	9	6	2	-4	3	-3	-10
COc1ccccc1N1CCN(C(=O)CSc2nc(-c3ccco3)cc(C(F)(F)F)n2)CC1	9	0	5	1	1	-2	7	-3	2
NS(=O)(=O)c1ccc(NC(=O)CCC(=O)c2ccc(Cl)s2)cc1	-8	-4	-1	-6	2	-3	7	-5	-8
CCCC(c1nnnn1C(C)(C)C)N1CCN(C(=O)c2ccco2)CC1 (stereo not drawn)	13	0	-1	-6	-4	-2	4	-1	11
O=C(O)CN1C(=O)c2ccc(Oc3ccc([N+](=O)[O-])cc3)cc2C1=O	10	-10	1	5	-1	-2	8	-4	2
Cc1ccc(C)n1-n1cnc2sc3c(c2c1=O)CCCCC3	7	-10	12	7	-1	-3	2	0	11
COc1ccc(OCCN(C)CC(=O)Nc2ccccc2SC)cc1	5	-10	8	-1	1	-6	3	0	19
CC1CC(CCC(=O)NC(=S)Nc2ccc(S(N)(=O)=O)cc2)C(=O)O1 (stereo not drawn)	7	1	-5	4	0	4	5	-4	15
COC(=O)/C=C1\SC(=NC(=O)c2cccc([N+](=O)[O-])c2)NC1=O	12	10	0	-1	-1	1	1	-4	-2
Cc1cccc(C)c1NC(=S)NNc1ncc(C(F)(F)F)cc1Cl	5	-5	11	5	1	4	-3	4	14
CCOC(=O)C1CCN(c2ccc(C(=O)O)cc2[N+](=O)[O-])CC1	3	-1	-14	1	-5	-2	4	1	10
COc1ccc(C(=O)NC(=S)NNC(=O)c2cnccn2)cc1OC	6	-2	2	-5	-3	5	2	-3	-6
Cc1ccccc1C(=O)Oc1ccc(-c2csnn2)cc1	3	-16	-1	3	3	-2	2	-6	12
CC(NC(=O)CSc1nnc(-c2cccnc2)n1N)c1ccccc1 (stereo not drawn)	-2	-1	13	0	0	3	-7	0	6
O=C(NC1CCCC1)C(c1ccsc1)N(C(=O)Cc1cccs1)c1cccc(F)c1 (stereo not drawn)	3	-12	8	0	-1	11	1	1	5
O=C(NCC1CC1)Nc1ccccc1F	2	5	9	-3	-2	-4	3	-2	-5
Cc1ncsc1C(=O)N1N=C2/C(=C/c3ccc(N4CCOCC4)cc3)CCCC2C1c1ccc(N2CCOCC2)cc1 (stereo not drawn)	1	-11	-1	5	0	1	-9	1	18
Cc1ccc(/C(N)=N/OC(=O)COc2ccccc2Cl)cc1	-6	-7	11	2	-4	2	8	-2	-11
CN(/C(=N/S(=O)(=O)c1cccs1)c1ccccc1)c1ccc(O)cc1	4	5	0	-3	1	7	3	-5	-10
COc1cc(C(=O)NNC(=O)c2ccccc2OCc2c(C)noc2C)cc(OC)c1OC	6	.	-28	-3	2	-2	.	-8	4
Cn1c(O)c(/C=N/NC(=O)c2cc3ccccc3cc2O)c2ccccc21	37*	4	8	3	15*	13	16	1	26
COc1cc(C(Nc2ccccn2)c2c(NC(=O)c3ccco3)sc(C)c2C)cc(OC)c1OC (stereo not drawn)	10	-6	-8	6	1	14	1	-2	2
Cc1cnc([N+](=O)[O-])n1CCOC(=O)NC(=O)c1ccccc1Cl	9	-6	16	-6	-1	4	-7	-4	13
COc1cc(/C=N/NS(=O)(=O)c2ccc(C)c([N+](=O)[O-])c2)cc([N+](=O)[O-])c1O	1	-2	0	7	3	4	12	-1	-3
O=C1NC(c2ccc3c(c2)OCO3)Nc2ccccc21 (stereo not drawn)	15	-3	-24	3	2	0	-2	-5	-3
CC(C)CCC(CC(C)O)C(=O)NNC(=S)Nc1ccccc1 (stereo not drawn)	1	9	8	6	0	3	-4	-1	4
COC(=O)[C@H]1[C@H](C(=O)OC)[C@@H](C(=O)OC)N(c2ccc(OC)cc2)[C@@H]1C(=O)OC	6	2	-22	1	-3	4	5	-2	-3
COc1cc(OC)cc(C(=O)NCCCCc2ccccc2)c1	4	11	11	3	-1	10	0	1	-2
Cc1cccc(/C=N/n2c(C)nc3ccccc3c2=O)c1	13	-7	-10	-7	-3	-6	0	-2	3
Cc1cccc(NC(=S)NC(C)C(c2ccccc2)N2CCN(C)CC2)c1C (stereo not drawn)	4	-8	3	2	-1	-4	-12	-6	34
O=C(Nc1ccccc1)OCc1cc(-c2ccccc2Cl)on1	-7	-4	1	-15	-10	-7	-5	-5	-15
Cc1ccc(C(=O)OC(C)CN2CCN(C)CC2)cc1 (stereo not drawn)	8	-9	-7	4	2	-13	-6	-2	0
COc1ccc(-c2cc(C(=O)NC(C)c3ccccn3)c3ccccc3n2)cc1OC (stereo not drawn)	-1	.	0	-1	1	3	.	-1	-1
COc1ccc2[nH]c(C(=O)O)c(NS(=O)(=O)c3ccc(F)cc3)c2c1	8	-2	0	2	-4	5	0	1	-6
O=C(O)/C=C/c1ccc(OCCCF)cc1	10	2	-4	-3	2	0	2	-5	-5
O=C(c1cc2cc(C(F)(F)F)ccc2s1)N1CCOCC1	6	-4	-8	-2	0	5	4	-2	-2
Cc1ccc(/C=N/NC(=O)c2c[nH]c3ccccc23)s1	9	9	1	1	-2	-5	3	-5	10

Going on with the list.
SMILES	PAFAH1B3 inh	EBNA-1 inh	ZTA DNA inh	LYPLA2 counter	LYPLA1 inh	PAFAH2 inh	GSTO1 inh	PAD4 inh	PREPL inhibitor
O=C(NCCc1ccccc1)c1nc(CS(=O)(=O)c2ccc(Cl)cc2)no1	4	1	7	-6	-2	5	1	-2	-33
Cc1ccc(-n2c(Cc3cccs3)nnc2SCC(=O)Nc2ccc(F)c(F)c2)cc1	-13	5	0	-15	-9	-10	-10	1	14
C=CCn1c(SCC(=O)N2CCOCC2)nc2ccccc2c1=O	7	-4	-18	-2	-1	-1	8	-2	-1
Clc1cccc2sc(N3CCN(c4ccccc4)CC3)nc12	-3	-1	-1	-2	-1	0	4	-1	20
O=C(CN1C(=O)CCS(=O)(=O)c2ccccc21)NCc1ccc2c(c1)OCO2	-2	4	4	2	0	5	-4	2	-1
CCOC(=O)c1cc2c(C(F)(F)F)cc(-c3cccnc3)nc2o1	1	2	-4	5	-1	-2	0	3	-2
CN1C(=O)c2ccc(NC(=O)CSc3ccccc3)cc2C1=O	2	1	3	5	0	0	5	-2	-5
COC(CNC(=O)c1ccc2c(c1)ncn2-c1ccc(C)cc1C)OC	4	3	-12	3	4	4	4	3	9
COCC(=O)Nc1cc(Cl)ccc1C(F)(F)F	.	6	15	-10	-2	.	-7	-3	-8
Cc1ccc(-n2c(=O)[nH]c3c(C(N)=O)nc(C(C)C)nc32)cc1	-1	4	-14	0	1	-4	2	-2	-7
Cc1ccc(S(=O)(=O)N2CCCC(C(=O)N3CCN(C)CC3)C2)cc1 (stereo not drawn)	10	6	6	1	-2	4	-1	6	-3
Cc1ccc(CSc2nnc(-c3ccccn3)n2N)cc1	.	-2	-6	6	0	.	-2	1	15
COc1cc(NC(=O)C2CCCN2C(=O)C2CCC(C)CC2)cc(OC)c1OC (stereo not drawn)	6	5	-6	-8	0	-5	5	0	-5
Cc1ccc(S(=O)(=O)NCCCCCC(=O)N(C)C)cc1	2	9	10	8	2	5	11	5	6

Part of the list above, bar-delimited.
Structure | PAFAH1B3 inh | EBNA-1 inh | ZTA DNA inh | LYPLA2 counter | LYPLA1 inh | PAFAH2 inh | GSTO1 inh | PAD4 inh | PREPL inhibitor
Cc1ccc(CSc2nnc(-c3ccccn3)n2N)cc1 | . | -2 | -6 | 6 | 0 | . | -2 | 1 | 15
COc1cc(NC(=O)C2CCCN2C(=O)C2CCC(C)CC2)cc(OC)c1OC (stereo not drawn) | 6 | 5 | -6 | -8 | 0 | -5 | 5 | 0 | -5

Limited to PREPL inhibitor, for six of the compounds above:
| molecule | PREPL inhibitor |
| --- | --- |
| Cc1cccc(C)c1NC(=S)NNc1ncc(C(F)(F)F)cc1Cl | 14 |
| CCOC(=O)C1CCN(c2ccc(C(=O)O)cc2[N+](=O)[O-])CC1 | 10 |
| COc1ccc(C(=O)NC(=S)NNC(=O)c2cnccn2)cc1OC | -6 |
| Cc1ccccc1C(=O)Oc1ccc(-c2csnn2)cc1 | 12 |
| CC(NC(=O)CSc1nnc(-c2cccnc2)n1N)c1ccccc1 (stereo not drawn) | 6 |
| O=C(NC1CCCC1)C(c1ccsc1)N(C(=O)Cc1cccs1)c1cccc(F)c1 (stereo not drawn) | 5 |

Some of the compounds tested; rates above refer to the full screens.
